# Bioassay records as filed in PubChem.
# Pol beta inh: inhibitors of human DNA polymerase beta. P06746. Pol beta primer extension/strand displacement, fluorescence kinetic. Potency, µM (top dose mostly 114 µM), inactives show at the highest dose activity change, negative = inhibition, most hits filed as inhibitors. hit rate 1.3% among 340,000. AID 485314; note: potency is the fitted concentration of half-maximal effect; % is set by controls: 0 for no effect and ±100 for the full control effect
#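 Curves were derived by four-parameter Hill fits of normalized qHTS data. The kinetic fluorescent primer-extension read was taken at 0 and 10 min after 50 nM substrate, following a 15 min room-temperature preincubation of 10 nM enzyme with compounds.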
# RGS4 inhibitor: human RGS4 inhibition | Potency, µM (doses to about 114 µM), inactives show top-dose activity change, negative = inhibition, actives largely listed as inhibitors | P49798 | Transcreener GDP fluorescence polarization, RGS4-accelerated GTP hydrolysis | AID 504845 | hit rate 0.039% among 390,000; note: potency is the fitted concentration of half-maximal effect; % is set by controls: 0 for no effect and ±100 for the full control effect; nearly all actives have a fitted effect of over 75% in size; some results filed as inactive show a strong effect at the top dose
# Target sequence (P49798 whole entry, looked up): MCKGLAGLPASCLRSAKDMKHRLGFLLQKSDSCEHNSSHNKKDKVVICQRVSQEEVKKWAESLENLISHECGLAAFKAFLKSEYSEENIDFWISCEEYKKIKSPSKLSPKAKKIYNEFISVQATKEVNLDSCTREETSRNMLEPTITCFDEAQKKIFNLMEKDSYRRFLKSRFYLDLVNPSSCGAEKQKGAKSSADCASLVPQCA
#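 MLSMR compounds (23 nl, pin-transferred) preincubated 10 min at room temperature with a 500nM (2x) first reagent, then RGS4 at 900nM (2x) plus Transcreener GDP mix added; fluorescence polarization (620/688 nm) read before and after 90 min at 30 °C.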
# ALOX12 inh: inhibitors of human 12S-lipoxygenase ALOX12. P18054. purified 12hLO, xylenol orange hydroperoxide absorbance. Potency, µM (highest dose often 108 µM), for inactives: at the top dose activity change, negative = inhibition, most hits filed as inhibitors. hit rate 1.1% among 580,000. AID 1671190; note: potency is the fitted concentration of half-maximal effect; % is set by controls: 0 for no effect and ±100 for the full control effect
#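 Hydroperoxide product was detected by ferrous iron/xylenol orange as the 573 to 405 nm absorbance ratio. Arachidonic acid at 40 uM (final) was turned over for 30 min at room temperature by 150 nM human 12hLO, pH 7.0 Hepes buffer, after 15 min compound preincubation.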
# Pol kappa inh: inhibitors of human DNA polymerase kappa. AID 588579. purified Pol kappa, fluorescent DNA synthesis assay, 10 min. hit rate 0.53% among 400,000. Potency, µM (top dose mostly 107 µM), without a hit: top-dose activity, negative = inhibition, most hits filed as inhibitors; note: potency is the fitted concentration of half-maximal effect; % is set by controls: 0 for no effect and ±100 for the full control effect
#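 Here, compound and 10 nM enzyme are combined for 15 min at room temperature; adding 50 nM substrate (final) starts DNA synthesis, tracked by fluorescence at 0 and 10 min against buffer-only wells.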
# LDHA block: LDHA (human) enzyme inhibition; P00338; purified LDHA, NADH/diaphorase-resazurin fluorescence; stronger effect = lower value; activity change, % (values are at about 110 or 230 µM); hit rate 0.15% among 480,000; in the data active = activity change below about -30%; inconclusive = mostly about -25% to -30%;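 note: plate controls were DMSO wells for no effect and wells without enzyme for full effect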
#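 Human LDH5 (2 nM) was incubated with 0.06 mM NADH and 0.2 mM pyruvate for 5 min at room temperature in Tris pH 7.4. Remaining NADH was coupled through diaphorase/resazurin, and resorufin fluorescence was read at 0 and 20 min.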
# ERG Ets-DNA blk: ERG Ets/DNA interaction inhibition; P11308; fluorescence polarization, His-ERG Ets domain / labelled DNA; Potency, µM (titrated, usually from 76.9 µM), without a hit: at the top dose FP activity, negative = inhibition, hits mostly inhibitors; hit rate 0.028% among 370,000; AID 624246; active = well fitted inhibition curve with a large enough effect in the polarisation, with a control signal flat; inconclusive = small, poorly fitted or top-dose-only effect, or effect the other way, or a change in a side signal; inactive = no such curve, though single readings can be large or run the other way; the % refers to the polarisation;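 note: polarization taken with two DNA probes labelled with fluorescein and Texas red; potency is the fitted concentration of half-maximal effect; % of control where 0% means no effect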
# Target sequence (P11308 whole entry, looked up, the tested form may be a part): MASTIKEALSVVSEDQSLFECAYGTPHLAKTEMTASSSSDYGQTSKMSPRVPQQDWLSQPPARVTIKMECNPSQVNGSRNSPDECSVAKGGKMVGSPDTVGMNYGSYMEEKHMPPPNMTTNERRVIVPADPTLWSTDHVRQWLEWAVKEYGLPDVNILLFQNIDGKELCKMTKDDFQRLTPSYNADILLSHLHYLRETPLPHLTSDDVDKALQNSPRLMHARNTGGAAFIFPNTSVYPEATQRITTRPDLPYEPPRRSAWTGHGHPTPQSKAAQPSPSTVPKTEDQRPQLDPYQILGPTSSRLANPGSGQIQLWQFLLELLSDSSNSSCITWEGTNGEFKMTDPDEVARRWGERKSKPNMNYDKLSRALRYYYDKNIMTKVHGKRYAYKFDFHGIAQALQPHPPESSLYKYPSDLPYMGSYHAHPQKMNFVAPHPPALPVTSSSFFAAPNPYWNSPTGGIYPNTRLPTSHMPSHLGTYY
#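 His-tagged ERG Ets domain (1 uM in the protein solution; 300mM KCl, 50mM Tris-HCl, 1mM EDTA, 1mM DTT, pH 7.5) received compound, then a probe mix of 5 nM fluorescein-DNA and 100nM Texas-615-DNA. Fluorescence polarization was read for both dyes.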
# Pol eta inh: blocks human DNA polymerase eta activity. recombinant Pol eta, fluorescent DNA replication assay. Q9Y253. AID 588591. Potency, µM (titrated, usually from 114 µM), for the others: top-dose activity change, negative = inhibition, most hits filed as inhibitors. hit rate 1.2% among 390,000; note: potency is the fitted concentration of half-maximal effect; % is set by controls: 0 for no effect and ±100 for the full control effect
#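 Fluorescent replication assay: 50 nM final substrate added after a 15 min room-temperature compound preincubation with 10 nM enzyme. Signal taken at 0 min and again at 10 min.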
# APE1 inh: blocks human APE1 abasic DNA cleavage. Potency, µM (series often up to 65.8 µM), for the others: top-dose activity change, negative = inhibition, hits mostly inhibitors. recombinant APE1, TAMRA/BHQ-2 abasic DNA cleavage fluorescence. hit rate 0.35% among 350,000;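 note: potency is the fitted concentration of half-maximal effect; plate controls were vehicle for no effect and reference inhibitor for full effect; nearly all actives have a fitted effect of over 55% in size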
# Target sequence (P27695 whole entry, looked up): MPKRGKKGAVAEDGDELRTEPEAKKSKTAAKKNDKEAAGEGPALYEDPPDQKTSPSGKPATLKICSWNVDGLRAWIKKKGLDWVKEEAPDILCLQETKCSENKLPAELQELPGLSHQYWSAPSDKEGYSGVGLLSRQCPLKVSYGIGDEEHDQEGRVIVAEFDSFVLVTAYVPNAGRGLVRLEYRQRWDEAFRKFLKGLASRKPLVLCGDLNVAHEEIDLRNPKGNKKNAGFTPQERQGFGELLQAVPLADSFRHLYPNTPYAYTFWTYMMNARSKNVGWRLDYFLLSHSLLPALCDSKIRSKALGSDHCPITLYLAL
#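 Endonuclease cleavage of a quenched abasic-site DNA duplex (50 nM) by APE1 (0.75 nM) was tracked by TAMRA dequenching. Compounds were preincubated with enzyme 15 min at room temperature; data normalized to buffer-only and DMSO wells plus NSC13755 control.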
# Apoferritin bind: binds horse apoferritin like a general anesthetic | apoferritin/1-aminoanthracene competitive binding, fluorescence | Potency, µM (highest dose often 77.5 µM), for the others: at the highest dose activity change, negative = displacement, actives largely listed as inhibitors | hit rate 0.074% among 350,000 | AID 485281; note: potency is the fitted concentration of half-maximal effect; % is set by controls: 0 for no effect and ±100 for the full control effect; nearly all actives have a fitted effect of over 20% in size
#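 Read-out: endpoint 1-AMA fluorescence, excitation 380 nm and emission 535 nm, after compounds sit 10 min at room temperature with 10 uM horse-spleen apoferritin in 50% saturated 1-AMA/PBS. Values come from four-parameter Hill fits.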
# An asterisk follows results filed as active; i = inactive; ? = inconclusive; nt = no result given; & = joins results of further samples; [ ] = remark or other dose. Unless noted, calls come from the whole dose curve; as a rule, active = well fitted curve in the direction sought with a large enough effect; inconclusive = small, poorly fitted or top-dose-only effect, or another doubt; inactive = no such curve, though single readings can be large; an effect the other way counts as inactive or inconclusive. Not all compounds are listed. The share of hits here may be higher or lower than overall.
No.	SMILES	Pol beta inh	RGS4 inhibitor	ALOX12 inh	Pol kappa inh	LDHA block	ERG Ets-DNA blk	Pol eta inh	APE1 inh	Apoferritin bind
1	O=C(Nc1cccc(S(=O)(=O)N2CCCCCC2)c1)c1ccc(Cl)nc1	nt	3%	-19%	-5%	-2	-5%	-12%	-2%	nt
2	O=C(CNC(=O)Cc1cccc2ccccc12)NCc1ccccc1F	13%	14%	5%	-15%	-7	2%	-17%	60%[activator]	-6%
3	O=C1OCCC1=Cc1ccccc1	nt	-8%	-15%	-24%	1	-12%	-14%	nt	nt
4	COc1ccc(CNC(=O)COC(=O)c2cccs2)cc1	2%	12%	-19%	-10%	-7	-2%	-21%	-7%	-10%
5	O=C(NC1CCN(Cc2ccccc2)CC1)c1ccc(Oc2cc(Cl)cc(Cl)c2)o1	-3%	24%	0%	4%	-5	1%	-25%	2%	5%
6	COc1ccccc1-c1c(C)[nH]n2c(=O)c(Cc3ccccc3)c(C)nc12	6%	-15%	-3%	-4%	-6	2%	-16%	7%	-3%
7	C[C@]12C(=O)N(c3ccccc3)C(=O)N1[C@@H]1c3ccccc3OC[C@@H]1[C@H]2c1ccccc1	3%	33%	-10%	-4%	-4	-2%	-11%	23%	-5%
8	CC1=C(C(=O)c2ccccc2)C(c2ccc(OC(F)F)cc2)NC(=S)N1 (centres undefined)	2%	?	?	-4%	-4	-1%	-11%	12%	-17%
9	O=C(CCCCCn1c(=O)c2sccc2n(Cc2ccccc2Cl)c1=O)NCc1ccc2c(c1)OCO2	-1%	-2%	-27%	-1%	-1	5%	-22%	nt	-1%
10	C/C=C1\COC(C(=O)NCCN2CCCC2)(C(F)(F)F)C=C1C=C1CCCCC1 (centres undefined)	nt	-5%&1%	?	-1%&16%	0	2%	?	1%	?
11	Cc1cc(C(=O)CN2C(=O)C3CC=CCC3C2=O)c(C)n1-c1ccccc1 (centres undefined)	0%	-10%	-2%	-8%	-2	4%	-3%	-10%	?
12	CS(=O)(=O)c1ccccc1-c1nnc(NC(=O)CCS(=O)(=O)c2ccc(Cl)cc2)o1	nt	0%	31%[activator]	0%	-2	-2%	-13%	19%	nt
13	CC(Sc1nnc(COc2ccc3ccccc3c2)n1C)C(=O)O (centres undefined)	3%	-5%	-8%	-5%	-2	-6%	-8%	4%	-8%
14	CCN(CC)C(=O)c1sc2c(c1C)c(=O)n(-c1ccc(OC)cc1OC)c(=O)n2CC(=O)Nc1ccccc1	-2%	26%	-28%	-6%[60.1 µM]	-6	0%	-17%	nt	-4%
15	CC(C)=CCN1CCN(CC#Cc2ccccc2)CC1CCO (centres undefined)	2%	-20%	-4%	1%	-1	-14%	-6%	12%	-3%
16	Cc1ccccc1C(=O)Nc1ccc(N2CCN(C(=O)c3ccco3)CC2)cc1	?	-11%	-5%	6%	-9	-6%	9%	26%	-4%
17	O=C(O)CC(c1cccc(C(F)(F)F)c1)N1CCS(=O)(=O)CC1 (centres undefined)	5%	24%	-2%	-9%	-4	-11%	-4%	0%	2%
18	COc1ccccc1N1CCN(/N=C/c2ccc([N+](=O)[O-])cc2)CC1	7%	8%	0%	2%	-13	7%	-4%	30%	-6%
19	CN(c1ccccc1)S(=O)(=O)c1cccc(NC(=O)CCN2C(=O)C3CCCCC3C2=O)c1 (centres undefined)	1%	-7%	-2%	-7%	2	6%	-7%	2%	-11%
20	Cc1ccccc1N(C(=O)c1csnn1)C(C(=O)NC1CCCC1)c1ccncc1 (centres undefined)	5%	-14%	-3%	0%	-3	1%	-17%	12%	1%
21	CCCn1nc(C(=O)N2CCc3ccccc32)c2ccccc2c1=O	nt	-13%	80%&0%[activator]	4%	0&0	0%	-13%	37%	nt
22	COC(=O)CNc1c(-c2ccccn2)nc2ccc(Br)cn12	15%	-3%	0%	-12%	14	-3%	-17%	1%	-10%
23	COc1ccc(OC)c(C2CC(=O)Nc3cc(OC)c(OC)c(OC)c32)c1 (centres undefined)	2%	-2%	-5%	-17%	10	-6%	-15%	-1%	-2%
24	COc1ccc(/C=N/NC(=O)c2c(C)n(C)c3ccc(OC)cc23)c(OC)c1	-18%	24%	-4%	2%	1	-2%	-15%	6%	-10%
25	CN(c1ccccc1)S(=O)(=O)c1cccc(C(=O)N2CCCCCC2)c1	nt	-4%	-21%	-14%	-7	5%	-9%	3%	nt

# For convenience, part of the list above.
No.	SMILES	Pol beta inh	RGS4 inhibitor	ALOX12 inh	Pol kappa inh	LDHA block	ERG Ets-DNA blk	Pol eta inh	APE1 inh	Apoferritin bind
18	COc1ccccc1N1CCN(/N=C/c2ccc([N+](=O)[O-])cc2)CC1	7%	8%	0%	2%	-13	7%	-4%	30%	-6%
19	CN(c1ccccc1)S(=O)(=O)c1cccc(NC(=O)CCN2C(=O)C3CCCCC3C2=O)c1 (centres undefined)	1%	-7%	-2%	-7%	2	6%	-7%	2%	-11%
20	Cc1ccccc1N(C(=O)c1csnn1)C(C(=O)NC1CCCC1)c1ccncc1 (centres undefined)	5%	-14%	-3%	0%	-3	1%	-17%	12%	1%
21	CCCn1nc(C(=O)N2CCc3ccccc32)c2ccccc2c1=O	nt	-13%	80%&0%[activator]	4%	0&0	0%	-13%	37%	nt
22	COC(=O)CNc1c(-c2ccccn2)nc2ccc(Br)cn12	15%	-3%	0%	-12%	14	-3%	-17%	1%	-10%
23	COc1ccc(OC)c(C2CC(=O)Nc3cc(OC)c(OC)c(OC)c32)c1 (centres undefined)	2%	-2%	-5%	-17%	10	-6%	-15%	-1%	-2%
24	COc1ccc(/C=N/NC(=O)c2c(C)n(C)c3ccc(OC)cc23)c(OC)c1	-18%	24%	-4%	2%	1	-2%	-15%	6%	-10%
25	CN(c1ccccc1)S(=O)(=O)c1cccc(C(=O)N2CCCCCC2)c1	nt	-4%	-21%	-14%	-7	5%	-9%	3%	nt

# The listing picks up, repeating the 2 entries before the break.
No.	SMILES	Pol beta inh	RGS4 inhibitor	ALOX12 inh	Pol kappa inh	LDHA block	ERG Ets-DNA blk	Pol eta inh	APE1 inh	Apoferritin bind
24	COc1ccc(/C=N/NC(=O)c2c(C)n(C)c3ccc(OC)cc23)c(OC)c1	-18%	24%	-4%	2%	1	-2%	-15%	6%	-10%
25	CN(c1ccccc1)S(=O)(=O)c1cccc(C(=O)N2CCCCCC2)c1	nt	-4%	-21%	-14%	-7	5%	-9%	3%	nt
26	CCCC(=O)Nc1c2c(nn1-c1cccc(Cl)c1)CS(=O)(=O)C2	0%	-30%	24%	7%	-3	-4%	-4%	48%[activator]	-3%
27	Cc1ccc(Cl)cc1N1CCN(C(=O)c2ccc(CS(=O)(=O)c3ccccc3C)o2)CC1	?	14%	-15%	-17%	-4	1%	-13%	nt	38%[activator]
28	Cc1cc(C(=O)NCCc2ccc(S(N)(=O)=O)cc2)no1	20%	4%	-4%	-2%	-4	-3%	-20%	-8%	4%
29	Cn1ccsc1=NC(=O)c1cccc(OC(F)F)c1	1%	-6%[56.9 µM]	6%	-16%	-2	-6%	-14%	42%	7%
30	CCC1Oc2ccccc2N(CC(=O)Nc2ccccc2OC)C1=O (centres undefined)	0%	-23%	17%	-16%	0	-9%	-14%	-3%	-19%
31	COc1ccc(F)cc1S(=O)(=O)NC1CC(C)(C)NC(C)(C)C1	0%	-7%	i	4%	-10	1%	9%	-3%	-3%
32	CCCc1c(C(=O)Nc2ccc(F)cc2)cnn1-c1ccccc1	-19%	-12%	?	-9%	-3	1%	-15%	-5%	-15%
33	Cc1cc(NC(=O)C2CCN(S(=O)(=O)c3cccs3)CC2)no1	35%	-20%[11.4 µM]	?	-2%	-3	-3%	-13%	-2%	-13%
34	COc1ccc2c(C)c(CCC(=O)NCc3cccc(Cl)c3)c(=O)oc2c1	37%	-49%	-14%	17%	-3	12%	-8%	nt	-14%
35	CC(C)(C)OC(=O)N1CCC(C(=O)N[C@@H](Cc2ccccc2)C(=O)O)CC1	3%	8%	i	-11%	-4	1%	-19%	2%	-11%
36	Cc1ccc(C(=O)COC(=O)CCN2C(=O)C3C4CCC(C4)C3C2=O)cc1C (centres undefined)	-5%	-22%	12%	-4%	0	5%	-14%	59%[activator]	?
37	CCOC(=O)c1cnn(-c2cc(C(C)(C)C)nc3c(-c4ccccc4)c(C)nn23)c1N	15%	13%	3%	-7%	-12	2%	-4%	0%	-8%
38	CCOC(=O)C1=C(c2ccccc2)NC(=O)NC1c1ccc(OC)cc1OC (centres undefined)	84%	-1%	0%	0%	0	12%	-4%	-4%	1%
39	CSCCNC(=O)Nc1c(-c2c(Cl)cccc2Cl)noc1C	-12%	33%	?	-4%	-3	-2%	-16%	-4%	0%
40	Cc1nn(C)c(=O)c(N)c1-c1cc(-c2ccc(Cl)c(Cl)c2)n[nH]1	-1%	-12%	145%[activator]	-4%	-7	2%	5%	?	4%
41	C[C@@]12C(=O)Nc3cc(Cl)ccc3C(=O)N1[C@H]1c3cc(Cl)ccc3OC[C@@H]1[C@@H]2c1ccccc1	nt	-18%	-2%	-2%	-2	-7%	-3%	-5%	nt
42	COc1cccc(-c2cc(C(=O)NCCCn3ccnc3)no2)c1	3%	-6%[11.4 µM]	0%	-2%	-5	7%	-12%	2%	-21%
